proCasp7 act: activates human procaspase-7, counter-screen for procaspase-3 activators | activation, % at 8.5 µM | recombinant procaspase-7, Ac-DEVD-pNA absorbance 405 nm; D23A/D198A/D206A triple mutant, cannot self-cleave; scale: DMSO 0, 5 µM enzyme 100 | 330,000 compounds, 0.093% hits;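 active = percent activation above the screen-wide mean plus 3 SD, cut at about 25% in these data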
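Assay system: Uncleavable procaspase-7 mutant enzyme / Input: 2 µM procaspase-7 mutant as dispensed / Dosing: single nominal 8.5 µM compound dose, 0.8% DMSO final / Timing: 1 h enzyme–compound preincubation and 2 h substrate reaction, both 25 °C / Detection: p-Nitroaniline absorbance at 405 nm, read at 0 and 120 min / Replication: singlicate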
GRK2 aptamer HTS: inhibitors of human GRK2 displacing RNA aptamer. inhibition of aptamer binding, % at 10 µM. bead flow cytometry, FAM-aptamer displacement from GRK2. 330,000 compounds, 0.59% hits. AID 488847;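 active = inhibition of aptamer binding above 40%, roughly 3 SD of noise, on plates passing a quality check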;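 note: median bead fluorescence of bound FAM aptamer so fluorescent compounds give negative values; no value below 0 was filed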
Target sequence (P25098 whole entry, looked up): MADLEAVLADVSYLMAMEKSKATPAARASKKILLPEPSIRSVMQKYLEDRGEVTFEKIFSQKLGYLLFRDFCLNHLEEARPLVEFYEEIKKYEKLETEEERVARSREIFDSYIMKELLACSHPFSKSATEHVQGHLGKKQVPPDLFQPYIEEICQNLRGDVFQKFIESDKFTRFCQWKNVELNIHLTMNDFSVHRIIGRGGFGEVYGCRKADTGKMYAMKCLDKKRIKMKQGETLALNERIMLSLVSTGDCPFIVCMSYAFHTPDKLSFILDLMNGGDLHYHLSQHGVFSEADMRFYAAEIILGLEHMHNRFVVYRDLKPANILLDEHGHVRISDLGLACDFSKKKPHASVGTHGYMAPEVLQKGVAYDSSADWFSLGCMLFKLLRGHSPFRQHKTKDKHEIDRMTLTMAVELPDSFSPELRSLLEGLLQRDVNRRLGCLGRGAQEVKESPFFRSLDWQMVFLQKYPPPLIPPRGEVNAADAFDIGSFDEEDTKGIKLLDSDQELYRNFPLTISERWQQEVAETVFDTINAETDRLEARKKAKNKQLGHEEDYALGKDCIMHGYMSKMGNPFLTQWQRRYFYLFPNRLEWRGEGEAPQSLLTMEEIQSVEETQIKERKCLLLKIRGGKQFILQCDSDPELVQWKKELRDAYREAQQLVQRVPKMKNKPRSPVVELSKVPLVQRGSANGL
core dimer inh: blocks dimerization of HCV core protein; TR-FRET GST/Flag-core106 dimerization, 1536-well; inhibition, % at 5 µM; 300,000 compounds, 0.33% hits; AID 1899;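 active = inhibition above the mean of all tested compounds plus 3 SD, set per screening campaign, cut at about 45% in these data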
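Material: Tagged HCV core106 pair (GST and Flag) | Amount: GST-core106 13.5 nM, Flag-core106 17 nM | Medium: KF-containing HEPES buffer, pH 7.45, DTT, CHAPS, BSA | Reagent: Eu donor and XL665 acceptor anti-tag antibodies | Schedule: 4 h at 22.5 °C | Technique: Time-resolved FRET, ex 340 nm, em 617 and 671 nm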
procasp3 activ: procaspase-3 (human) activation | activation, % at 8.5 µM | P42574 | 330,000 compounds, 0.11% hits | AID 463141 | recombinant procaspase-3 D3A, Ac-DEVD-pNA absorbance 405 nm;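 active = activation above the mean of all tested compounds plus 3 SD, cut at about 21% in these data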;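 note: 0% = DMSO alone and 100% = DMSO wells spiked with extra 5 µM PC-3 D3A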
Target sequence (P42574 whole entry D9A/D28A/D175A): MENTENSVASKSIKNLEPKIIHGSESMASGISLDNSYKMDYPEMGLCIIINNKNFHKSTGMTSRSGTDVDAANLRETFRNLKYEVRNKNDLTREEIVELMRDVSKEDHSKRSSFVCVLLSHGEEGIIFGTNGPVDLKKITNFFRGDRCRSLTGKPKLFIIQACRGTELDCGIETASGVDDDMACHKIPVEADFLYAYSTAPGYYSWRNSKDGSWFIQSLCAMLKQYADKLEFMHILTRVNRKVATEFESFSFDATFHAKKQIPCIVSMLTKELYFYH
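Evaluation: percent activation relative to control range; Material: Procaspase-3 D3A mutant, all three cleavage aspartates alanine; Compound: single dose, 8.5 µM nominal compound, 0.8% DMSO; Replication: one well per compound; Signal: absorbance at 405 nm, 0 and 120 min; Schedule: 1 h preincubation plus 2 h reaction at 25 °C.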
VLA-4 inh: inhibition in a human VLA-4 binding assay; 330,000 compounds, 0.2% hits; P13612; VLA-4 expressing cells, ligand binding flow cytometry; inhibition, % (about 7 µM as worked out from the volumes in the protocol); in the data active = inhibition above about 50%
PP1 counter: counter-screen for PP5 inhibitors: inhibitors of human PP1-alpha; P62136; purified PP1alpha, OMFP fluorescence; inhibition, % at 6.7 µM; 320,000 compounds, 0.9% hits;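 active = inhibition above the mean inhibition of all tested compounds plus 3 SD, computed separately for each screening campaign, cut at about 15% in these data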
Fh CTSL1 inh: counter-screen for PFM18AAP inhibitors: inhibitors of F. hepatica cathepsin L1; recombinant F. hepatica cathepsin L1, Z-Leu-Arg-MCA fluorescence; 300,000 compounds, 0.49% hits; inhibition, % at 5.96 µM; AID 1906;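 active = inhibition above the mean of all tested compounds plus 3 SD, set per screening campaign, cut at about 17% in these data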;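 note: 0% = plate median of test compound wells and 100% = 1 µM Z-Phe-Ala-diazomethylketone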
JMJD2C inh: human JMJD2C demethylase inhibition; Q9H3R0; GST-JMJD2C(1-420) H3K9me3 demethylation, DELFIA europium; inhibition, % at 2.35 µM; 330,000 compounds, 0.069% hits;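 active = more than half of a compound's replicate wells show inhibition beyond 50%, single wells judged on their own value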;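 note: signal counts dimethyl H3K9 product captured on neutravidin plate; 0% = median of DMSO wells and 100% = 0.3 times that DMSO median; strong numbers were not always called active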
PP5 primary: inhibitors of human protein phosphatase 5 (PP5); 320,000 compounds, 0.18% hits; P53041; purified PP5c, OMFP substrate fluorescence; inhibition, % at 6.7 µM;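 active = inhibition above the campaign's mean inhibition across all tested compounds plus 3 SD, cut at about 9.5% in these data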;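 note: 0% = DMSO only and 100% = 100 µM cantharidin control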
An asterisk follows results filed as active; · = no result given.

No.	mol	proCasp7 act	GRK2 aptamer HTS	core dimer inh	procasp3 activ	VLA-4 inh	PP1 counter	Fh CTSL1 inh	JMJD2C inh	PP5 primary
1	O=C(NCc1ccco1)/C(=C\c1cccs1)NC(=O)c1ccsc1	-6.0	0.0	-13.0	1.8	-10.9	3.6	6.5	8.6	-2.8
2	O=c1oc2ccccc2n1CCn1c2ccccc2c2nc3ccccc3nc21	4.4	2.0	8.9	-2.8	-5.9	-1.9	3.3	11.9	-0.9
3	CN(C)/C=N/c1sc2c(c1C#N)CCCC2	0.2	2.0	7.6	-7.5	3.9	-6.6	-5.1	4.7	5.0
4	O=C1NCC(NC(=O)C(F)(F)F)c2cc3c(cc21)OCO3 (stereo not drawn)	1.7	0.0	-3.6	-0.1	11.0	-3.0	-0.7	5.0	0.6
5	Cc1ccc(Oc2ccccc2NC(=O)C2=COCCO2)cc1	-2.0	1.0	1.4	8.1	-4.0	9.3	5.3	3.0	2.1
6	Cc1occc1C(=O)Nc1cccc(Cl)c1Cl	5.9	2.0	5.9	0.6	6.8	-4.9	1.2	6.0	3.3
7	Cc1cc(S(=O)(=O)N2CCOCC2)ccc1OCC(=O)NCCN1CCOCC1	3.4	1.0	2.5	1.3	-0.9	-0.1	2.8	0.2	0.1
8	CCOc1ccccc1NC(=O)CCS(=O)(=O)c1ccc(Br)cc1	3.8	98.0*	-20.5	2.0	-5.3	0.3	-1.7	13.8	0.1
9	Cc1cccc(S(=O)(=O)C(C#N)c2nc3ccccc3nc2N2CC(C)OC(C)C2)c1 (stereo not drawn)	0.8	3.0	9.8	-1.6	0.7	2.6	5.9	-3.2	4.8
10	COc1ccc(CCCc2nnc(SCC(=O)NN)o2)c(C)c1	-1.6	0.0	1.7	3.4	9.9	2.7	3.8	-1.3	1.1
11	O=C(Nc1cccc(NC(=O)c2cncc(Br)c2)c1)c1cncc(Br)c1	1.9	1.0	16.9	1.5	-3.3	2.1	2.0	2.7	-0.6
12	CC(=NCCCNC1CCCCC1)C1=C(O)CC(C)(C)CC1=O	5.1	2.0	3.4	-3.6	-0.2	-9.4	1.5	1.7	1.4
13	O=C(Cn1ccc([N+](=O)[O-])n1)N1CCCc2ccccc21	6.8	1.0	0.2	-5.9	8.5	-3.2	-2.5	-7.1	2.4
14	COc1ccc(NS(=O)(=O)c2cc(NC(=O)CCNC(C)=O)ccc2N2CCCCC2)cc1	15.5	0.0	·	-3.0	6.8	0.3	·	8.0	2.7
15	CCOC(=O)c1cc(NC(=O)CCC(=O)O)ccc1N1CCCCC1	3.0	0.0	-0.3	-2.0	1.6	-0.1	-1.9	44.8	0.1
16	COC(=O)C1=C[C@@H](C(=O)OC)[C@@H]2C3=C(C(=O)[C@]2(CC(C)C)NC(=O)c2ccccc2)[C@H](C)n2c(=O)n(-c4ccccc4)c(=O)n2[C@@H]3C1	-3.8	0.0	6.4	2.9	-6.3	0.3	3.1	-2.0	1.0
17	Cc1nc(Cl)c(C(=O)NCc2ccccc2)c(C)c1[N+](=O)[O-]	-2.3	1.0	-3.4	-0.2	14.2	-3.3	-0.2	1.4	-2.6
18	O=C(Nc1ccc(Oc2ccsc2C(=O)O)cc1)c1ccccc1F	1.9	0.0	3.0	0.1	-14.1	-1.9	-2.7	-12.7	-0.7
19	NC(=O)c1sc(=S)n2c1[nH]c(=O)c1sccc12	-1.7	6.0	-10.6	-6.6	15.5	-1.5	0.6	2.1	1.0
20	CN(C)C(CNC(=O)C1CCN(S(=O)(=O)c2ccc(Cl)cc2)CC1)c1ccccc1 (stereo not drawn)	8.8	0.0	0.8	1.7	-6.9	1.0	-0.8	8.4	2.7
21	Cc1ccc(C(=O)N2N=C(c3cccc(NS(C)(=O)=O)c3)CC2c2cccs2)cc1 (stereo not drawn)	3.5	1.0	1.0	-1.2	16.8	0.8	0.4	0.7	3.5
22	O=C(CSc1nc2ccccc2[nH]1)N/N=C/C=C/c1ccccc1[N+](=O)[O-]	-1.5	2.0	4.4	-6.5	-3.6	2.2	-1.4	4.2	1.1
23	O=C(CCCCn1c(=S)[nH]c2ccsc2c1=O)NCc1ccc2c(c1)OCO2	6.9	0.0	-5.8	2.5	-5.4	-5.5	-0.9	-5.6	-3.2
24	Cc1cc(C)c(C)c(S(=O)(=O)N2CCC(C(=O)Nc3ccccc3N3CCOCC3)CC2)c1C	2.2	1.0	-8.5	11.0	-9.8	-6.4	15.1	7.8	2.1
25	COc1ccc(NC(=O)CN2CCC(NC(=O)c3ccco3)CC2)c([N+](=O)[O-])c1	-6.5	1.0	3.4	0.6	1.0	1.0	8.8	5.3	1.3
26	Cc1cc(NC(=O)C(C)SCC(=O)OCC(=O)Nc2c(C)cccc2C(C)C)no1 (stereo not drawn)	-17.6	11.0	·	-6.5	29.0	1.8	·	0.0	4.4
27	OCc1nnc2c3ccccc3c(-c3ccccc3)nn12	-4.7	0.0	-3.1	1.2	-2.9	4.5	-1.4	42.2	2.2
28	Cc1nc(N2CCN(c3ccccc3)CC2)nc2c1C(=O)CC(c1ccccc1)C2 (stereo not drawn)	0.0	8.0	-2.9	-6.2	32.0	-5.4	-3.4	-5.4	1.6
29	Cc1ccc2cc(CN(CC(C)C)S(=O)(=O)c3ccccc3)c(=O)[nH]c2c1	6.8	2.0	3.0	-5.3	-6.3	-1.2	0.8	11.0	3.0
30	Cc1ccc(NC(=O)Nc2ccc3c(c2)N(C)C(=O)CS3)cc1C	4.2	0.0	15.1	8.2	-7.9	-2.4	1.2	-2.3	5.5
31	CCN(CC)C(=O)N1CCN(C(=O)N(CC)CC)CC1	8.5	0.0	6.7	-4.5	-5.8	-1.5	0.5	-0.2	-0.3
32	NC(=O)c1sc2nc(-c3ccccc3)ccc2c1N	-12.7	0.0	-9.4	-10.6	-17.0	-0.5	-0.4	-3.0	4.1
33	CCc1ccccc1NC(=O)C1C(c2ccccc2)C1(Cl)Cl (stereo not drawn)	4.1	0.0	-0.9	7.1	-2.4	0.6	1.6	62.2	4.2
34	Cc1ccccc1NC(=S)NC1CCN(Cc2ccccc2)CC1	7.4	2.0	-10.0	6.9	10.3	1.8	0.6	-6.3	0.3
35	Cc1ccc(Sc2ccc(N)cn2)cc1	-11.0	3.0	3.5	0.9	0.0	2.1	7.9	·	13.7*
36	O=C(c1ccc([N+](=O)[O-])s1)N1CCc2ccccc2C1	3.1	0.0	3.2	-2.4	-15.2	0.3	0.5	-11.0	-1.4
37	Cc1ccc(C)c(CN2CCC(n3nccc3NC(=O)CCCc3ccccc3)CC2)c1	0.0	1.0	-4.1	0.0	1.4	3.5	0.5	1.5	4.1
38	CCn1c(CC(=O)Nc2cccc(OC)c2)nnc1SCC(=O)N1CCN(c2ccccc2)CC1	1.8	0.0	-3.2	-0.5	-1.4	-2.0	5.1	17.8	-0.7
39	CCOC(=O)c1cnc2c(c(C)nn2C)c1Oc1ccc(OC)cc1	3.9	2.0	-2.2	-6.6	7.8	-4.8	3.5	-7.8	-0.9
40	CC(C)(C)OC(=O)n1cc(/C=N/NC(=O)c2ccco2)c2ccccc21	-6.2	7.0	9.0	4.5	0.6	-1.7	8.5	-2.0	3.7
41	CCOc1ccc(CN2CCN(Cc3cnc(N4CCOCC4)s3)CC2CCO)cc1 (stereo not drawn)	9.3	1.0	0.5	1.3	11.2	2.1	-0.8	-22.8	0.3
42	Cc1ccccc1CNC(=O)C(=O)NCC1OCCCN1S(=O)(=O)c1cccs1 (stereo not drawn)	-5.1	20.0	7.2	0.6	-6.0	-0.1	3.3	9.9	1.2
43	O=C(CN1CCN(C(=O)CN2C(=O)NC3(CCCC3)C2=O)CC1)Nc1cccc(F)c1	-0.6	0.0	·	12.2	11.5	-2.1	·	0.9	2.4
44	Cc1cc(NC(c2cccnc2)c2c(C)[nH]c3ccccc23)no1 (stereo not drawn)	-1.7	3.0	-5.1	1.2	5.5	2.1	1.7	-4.6	3.7
45	O=[N+]([O-])c1ccc(N2CCN(S(=O)(=O)c3ccccc3)CC2)cc1NCc1ccco1	8.4	0.0	13.2	2.3	5.0	0.4	2.3	-3.0	4.9
46	CCn1ncc(CNC(=O)C2(C)CC2(Br)Br)c1C (stereo not drawn)	-0.1	·	1.7	1.0	12.0	-4.1	0.0	0.2	-2.3
47	Cc1c(NC(=O)CC2NC(=O)NC2=O)c(=O)n(-c2ccccc2)n1C (stereo not drawn)	2.8	0.0	-1.8	1.1	15.5	-4.5	-3.6	-11.5	-1.1
48	Cc1cccc(NC(=O)CSc2nncn2-c2ccccn2)c1	8.5	3.0	0.4	5.4	11.3	0.6	2.0	14.3	-2.8
49	Cc1nnc(SCC(=O)NC(=O)NCc2ccco2)s1	3.8	2.0	2.1	-3.5	-1.1	-5.0	1.3	2.6	-0.4
50	COC(=O)C(=NNc1c(C)n(C)n(-c2ccccc2)c1=O)C(=O)OC	5.7	0.0	2.8	2.2	29.3	0.4	0.9	2.7	2.1
51	COCC(=O)Nc1ccc(N2CCN(c3ccccc3)CC2)c(F)c1	5.0	2.0	-11.0	-7.0	6.0	3.1	10.1	3.0	-5.7
52	Cc1ccc(C)c(NC(=O)NCc2ccccn2)c1	-5.0	0.0	-4.1	-3.0	11.3	0.1	-1.3	-4.5	-6.0
53	CCN(c1ccccc1)S(=O)(=O)c1ccc2ccccc2c1	9.6	0.0	-1.4	4.0	-2.9	0.2	-6.3	25.2	-0.7
54	CCOc1cc(N2CCOCC2)c(OCC)cc1NC(=O)COC(=O)c1cccc2ccccc12	6.8	3.0	-13.7	-11.3	9.2	-3.9	30.3*	2.9	3.3
55	COc1ccc(/C=C(/NC(=O)c2ccccc2OC)C(=O)Nc2ccc(C(=O)O)cc2)cc1	-7.1	0.0	3.1	6.5	-7.5	-1.0	5.5	-2.2	0.8
56	O=S(=O)(Nc1cccc2ccccc12)c1cccc2nonc12	10.1	0.0	-3.6	1.5	-0.2	-2.0	4.2	-32.1	-1.6

Ordered by SMILES length (ascending): three of the compounds above.
No.	mol	proCasp7 act	GRK2 aptamer HTS	core dimer inh	procasp3 activ	VLA-4 inh	PP1 counter	Fh CTSL1 inh	JMJD2C inh	PP5 primary
56	O=S(=O)(Nc1cccc2ccccc12)c1cccc2nonc12	10.1	0.0	-3.6	1.5	-0.2	-2.0	4.2	-32.1	-1.6
42	Cc1ccccc1CNC(=O)C(=O)NCC1OCCCN1S(=O)(=O)c1cccs1 (stereo not drawn)	-5.1	20.0	7.2	0.6	-6.0	-0.1	3.3	9.9	1.2
45	O=[N+]([O-])c1ccc(N2CCN(S(=O)(=O)c3ccccc3)CC2)cc1NCc1ccco1	8.4	0.0	13.2	2.3	5.0	0.4	2.3	-3.0	4.9

From PubChem BioAssay
